Vif-APOBEC3F blk: Vif-A3F binding inhibition | Potency, µM (series often up to 46.1 µM), for inactives: at the top dose activity, negative = active | 390,000 tested, 0.2% active | AID 602313 | HeLa A3F-eYFP + Vif (tagged APOBEC3F with the HIV-1 protein that degrades it), YFP fluorescence increase; also: potency is read from the fitted curve at half-maximal effect; % of control where 0% means no effect; nearly all actives have a fitted effect of over 65% in size
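Fluorescence increase (Ex 488/Em 500-530) after overnight compound treatment at 37 deg C flags inhibition of Vif-driven A3F-eYFP loss in stable HeLa A3F-eYFP/Vif cells seeded overnight beforehand.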
Vif-APOBEC3G blk: inhibitors of Vif-APOBEC3G interaction; Q9HC16; HeLa A3G-eYFP + Vif (tagged APOBEC3G with the HIV-1 protein that degrades it), YFP fluorescence, overnight; Potency, µM (doses to about 46.1 µM), inactives show at the top dose activity, negative = active, actives largely listed as inhibitors; 410,000 tested, 0.076% active; AID 602310;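 also: potency is read from the fitted curve at half-maximal effect; % is scaled to controls: 0 for no effect and ±100 for the full control effect; nearly all actives have a fitted effect of over 60% in size; hits raise eYFP signal because A3G escapes Vif-driven loss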
Target sequence (Q9HC16 whole entry, looked up): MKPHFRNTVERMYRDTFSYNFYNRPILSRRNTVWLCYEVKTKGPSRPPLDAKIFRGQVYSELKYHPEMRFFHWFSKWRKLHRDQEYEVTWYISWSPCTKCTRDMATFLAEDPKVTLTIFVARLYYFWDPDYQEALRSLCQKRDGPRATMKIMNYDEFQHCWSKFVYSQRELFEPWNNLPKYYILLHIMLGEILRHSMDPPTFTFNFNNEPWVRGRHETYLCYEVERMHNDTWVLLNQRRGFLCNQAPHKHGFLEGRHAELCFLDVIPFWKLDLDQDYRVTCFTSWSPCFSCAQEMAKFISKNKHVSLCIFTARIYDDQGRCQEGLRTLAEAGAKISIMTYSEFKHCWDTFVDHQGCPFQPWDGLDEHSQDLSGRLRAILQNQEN
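HeLa cells stably expressing Vif and C-terminally eYFP-tagged A3G, seeded overnight at 37 deg C, then exposed to compound by pintool overnight at 37 deg C. Rise in yellow fluorescence (Ex 488/Em 500-530, Acumen) marks blocked Vif-driven A3G degradation.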
GRP78 ERSR act: ER stress response induction in glioma; U87-MG GRP78 promoter luciferase reporter, 16 h; Potency, µM, inactives show top-dose activation, hits mostly activators; 420,000 tested, 0.02% active; also: potency is read from the fitted curve at half-maximal effect; series mostly up to about 76 µM; % of control where 0% means no effect; nearly all actives have a fitted effect of over 35% in size
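Stably transfected U87-MG glioma cells carrying a GRP78-based luciferase sensor; 16 h compound incubation. Luminescence end-point read 10 min after Bright-Glo addition at room temperature.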
D2 potentiator: D2 dopamine receptor (human) potentiation | P14416 | HEK293 T-REx D2, calcium flux, EC20 dopamine potentiation | potentiation, % at 10 µM | 340,000 tested, 0.34% active;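 active = potentiation over 3 SD above the plate norm, cut at about 30% in these data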; also: 0% is about no effect
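Potentiation of an EC20 dopamine calcium response is measured in a force-coupled, tetracycline-inducible Hek293 Trex D2 line. Compound-only kinetic reads over 180 s flag agonists before dopamine addition.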
D1 antagonist: antagonists of human D1 dopamine receptor | P21728 | HEK293 TREx D1 cells, calcium flux, dopamine EC80; stronger effect = lower value | activity change, negative = inhibition, % at 10 µM | 360,000 tested, 3.2% active | AID 504652; in the data active = activity change below about -30%; also: % is scaled to controls: 0 for no effect and ±100 for the full control effect
Target sequence (P21728 whole entry, looked up): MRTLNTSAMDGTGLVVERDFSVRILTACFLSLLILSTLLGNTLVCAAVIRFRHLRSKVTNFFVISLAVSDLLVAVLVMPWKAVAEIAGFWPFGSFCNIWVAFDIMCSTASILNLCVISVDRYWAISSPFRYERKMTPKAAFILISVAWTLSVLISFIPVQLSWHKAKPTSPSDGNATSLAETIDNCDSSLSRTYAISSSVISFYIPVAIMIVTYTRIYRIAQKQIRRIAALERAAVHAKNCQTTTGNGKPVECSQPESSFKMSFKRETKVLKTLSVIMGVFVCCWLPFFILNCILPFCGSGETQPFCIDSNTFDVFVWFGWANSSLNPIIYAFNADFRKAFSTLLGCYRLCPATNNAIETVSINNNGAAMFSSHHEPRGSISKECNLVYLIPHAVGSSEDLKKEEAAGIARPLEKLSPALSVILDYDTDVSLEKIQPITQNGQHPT
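Antagonism measured as reduced calcium response to an EC80 dopamine addition following 180 s compound pre-read; cells were inducible HEK293 Trex D1 plated overnight at 30 C, read kinetically at 1 cycle/sec.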
D1 PAM: enhances dopamine response at the human D1 receptor. 360,000 tested, 0.036% active. HEK293 TREx D1 cells, calcium flux, dopamine EC20 potentiation. potentiation, % at 10 µM; in the data active = potentiation above about 30%; also: 0% is about no effect
RXFP1 ag: agonists of human relaxin receptor RXFP1; Q9HBX9; HEK293T-RXFP1 cAMP TR-FRET, 30 min; response scale: percent of porcine relaxin response, buffer zero; Potency, µM (highest dose often 57.5 µM), inactives show top-dose activation, hits mostly activators; 370,000 tested, 0.3% active; AID 2676; also: potency is read from the fitted curve at half-maximal effect; % is scaled to controls: 0 for no effect and ±100 for the full control effect; nearly all actives have a fitted effect of over 60% in size; many of its hits are not listed in these tables
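HEK293 cells stably expressing RXFP1, treated 30 min at 37C with compounds plus PDE4 inhibitor Ro 20174; cAMP measured by HTRF TR-FRET. Normalized to buffer and 29 nM porcine relaxin; EC50 by Hill fit.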
D1 ag: activates the human D1 dopamine receptor; 360,000 tested, 1% active; P21728; HEK293 T-REx D1 cells, calcium flux, agonist mode; AID 504660; activation, % at 2 µM; in the data active = activation above about 30%; also: 0% is about no effect
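Tetracycline-induced HEK293 TREx D1 cells, force-coupled to calcium signalling, were dye-loaded with a no-wash calcium kit. Compound was pin-added after a 10 s baseline. Fluorescence was read kinetically at 1 cycle/s for 180 s, with calcium rises flagged as agonism.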
LDHA block: inhibitors of human lactate dehydrogenase A. purified LDHA, NADH/diaphorase-resazurin fluorescence; stronger effect = lower value. activity change, % (values are at about 110 or 230 µM). 480,000 tested, 0.15% active; in the data active = activity change below about -30%; inconclusive = mostly about -25% to -30%;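 also: plate controls were DMSO wells for no effect and wells without enzyme for full effect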
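Resorufin fluorescence (ex540/em590), read at 0 and 20 min after diaphorase/resazurin addition, reports the NADH left after a 5 min room-temperature reaction of 2 nM human LDH5 with 0.06 mM NADH and 0.2 mM pyruvate.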
Starred values were filed as active, the others as inactive; ? = inconclusive; . = no result given; & = joins results of further samples. Unless noted, calls follow the shape of the dose curve; as a rule, active = well fitted curve in the direction sought with a large enough effect; inconclusive = small, poorly fitted or top-dose-only effect, or another doubt; inactive = no such curve, though single readings can be large; an effect the other way counts as inactive or inconclusive.

SMILES	Vif-APOBEC3F blk	Vif-APOBEC3G blk	GRP78 ERSR act	D2 potentiator	D1 antagonist	D1 PAM	RXFP1 ag	D1 ag	LDHA block
O=c1c2[nH]c3ccccc3c2ncn1CCN1CCNCC1	.	0%	-5%	-4	-20	-6	2.5%	2	-7
Cc1ccc(OCCNC(=O)c2cc(C3CC3)nc3c2cnn3C(C)C)cc1	4%	1%	-2%	-6	-4	-3	1.0%	3	-3
CCNC(=S)NNC(=O)CSc1nc2ccccc2n1C	?	0%	-1%	-2	-4	0	0.8%	0	-4
COc1ccccc1NC(=O)CCS(=O)(=O)c1cc2c3c(c1)CCN3C(=O)CC2	-1%	3%	1%	9	-22	3	0.3%	1	-3
Cc1ccc(S(=O)(=O)N2CCN(S(=O)(=O)N(C)C)CC2)c(C)c1	-15%	0%	-4%	22	-7	-6	1.0%	7	-7
CCN(CC)CC(=O)c1ccc(-c2ccccc2)cc1	-27%	-18%	-1%	4	-20	-7	0.0%	-1	5
COc1cc(C(=O)NC(C)CCn2cccn2)ccc1OC1CCN(C(C)=O)CC1 (stereo not given)	-5%	-1%	-2%	-1	-8	-9	1.4%	4	-3
CCOC(=O)CSc1nc(-c2ccccc2)nc2c1oc1ccccc12	6%	4%	1%	15	-10	-6	7.2%	7	-4
COc1ccc2c(C)nc(Nc3nc(C)c(C)c(=O)[nH]3)nc2c1	3%	-13%	-2%	4	17	0	0.5%	2	-2
C=CCn1c(CCC(=O)Nc2ccc(C)c(Cl)c2)nnc1SCC(=O)Nc1ccccc1C	-3%	-2%	-3%	8	4	7	0.0%	3	3
O=C(C1CCCC1)N1CCN(S(=O)(=O)c2ccc(Cl)cc2)CC1	3%	2%	-2%	9	-8	-4	-1.8%	3	-2
Clc1ccc(OCCCNCc2ccccc2)c(Br)c1	-2%	-2%	2%	13	-4	-8	-2.4%	93*	-6
O=C(CCc1nnc(COc2ccccc2)o1)NCc1ccc(Cl)s1	-5%	8%	2%	10	3	-1	0.3%	0	-11
COc1cc(OC)cc(C(=O)NNC(=O)c2ccc3c(c2)OCCO3)c1	4%	-3%	-2%	.	.	.	.	.	-4
COc1ccc(-c2csc(NC(=O)C3=NN(c4ccccc4)C(=O)CC3)n2)cc1	20%	0%	-6%	2	-3	-13	0.6%	3	-2
O=C(NCc1ccco1)c1c(F)cccc1Cl	-5%	-1%	-5%	1	-13	-8	2.3%	5	-8
O=c1c2ccccc2nc(SCc2cc(F)cc3c2OCOC3)n1Cc1ccco1	-1%	-1%	-7%	-5	12	-6	1.6%	2	4
Cc1ccc(C(=O)CSc2nc(C)cc(=O)[nH]2)cc1	-3%	-7%	3%	13	2	-3	2.3%	0	2
COc1ccc(C(=O)OCC(=O)N2CCCC2=O)c(OC)c1	-3%	0%	5%	-3	-3	-5	1.0%	1	-3
CCCN1C2CCCC1CC(NC(=O)c1cccc(Cl)c1)C2 (stereo not given)	-1%	0%	-3%	-11	-4	-6	0.0%	2	-5
Cc1ccc(C(=O)OCC(=O)NC(=O)c2ccccc2)o1	-13%	0%	?	-4	-7	10	0.0%	3	-10
Cc1ccc(NC(=O)c2oc3ccccc3c2NC(=O)C2CC2)cc1	1%	0%	-3%	-13	-16	-4	2.3%	4	-1
CCOc1cc(-c2cc(-c3ccc(C)o3)nc(N)c2C#N)ccc1O	-4%	-35%	-1%	0	-8	3	-1.7%	-2	2
O=[N+]([O-])c1cccc(N=Cc2ccccc2)c1	-2%	3%	-3%	.	.	.	.	.	-4
COc1cccc(NC(=O)CN(C)C(=O)c2ccc(-n3cncn3)c([N+](=O)[O-])c2)c1	-1%	0%	0%	-12	6	-6	0.1%	2	-13
CCOC(=O)C1CCC(CN(Cc2c(Cl)cccc2Cl)S(=O)(=O)c2ccc(F)c(C)c2)CC1 (stereo not given)	12%	-18%	0%	11	-5	-4	3.4%	3	-6
C[C@H](CO)NC(=O)c1[nH]cnc1C(=O)Nc1cccc(Cl)c1	-1%	-7%	3%	.	.	.	.	.	-3
CCOc1cccc(N2C(=O)CC(N3CCN(c4nc5ccccc5s4)CC3)C2=O)c1 (stereo not given)	3%	1%	-4%	-10	11	-5	0.6%	0	-7
CC(C)(C)C(=O)C(C(c1ccccc1)N1CCOCC1)N1CCOCC1 (stereo not given)	-2%	2%	-1%	.	.	.	.	.	0
O=C(NCCCN1CCCCC1)c1ccc2c(=O)n(CCc3ccccc3)c(=O)[nH]c2c1	-28%	1%	1%	-3	-46*	-8	2.5%	1	-8
O=C(CNC(=O)c1ccco1)NCC(=O)OCc1ccc(C(=O)Oc2ccc(Cl)cc2)cc1	-10%	1%	-1%	1	3	-5	-0.3%	16	0
Cc1ccc(N2CCN(Cc3ccccc3)CC2=O)c(C)c1	0%	1%	8%	.	-29	-3	1.9%	4	-24
NC(=O)CN1C(=O)C(=O)N(Cc2ccc(Cl)cc2)C1=O	0%	5%	2%	-7	-11	3	2.3%	4	-12
CCOC(=O)c1ccc2nc(Nc3nc4ccc(F)cc4s3)sc2c1	-6%	0%	-14%	5	-20	-3	1.1%	1	-1
Cc1c(NC(=O)c2ccc(CC(C)C)o2)c(=O)n(-c2ccccc2)n1C	8%	-1%	-1%	-5	-7	-6	0.0%	0	-7
Cc1nnc(SCc2cnc(-c3ccccc3)o2)[nH]c1=O	0%	-2%	-6%	.	-6	-6	-0.1%	0	2
N#Cc1ccc(C(=O)N2CCC3CC2c2cc(N4CCCCC4)ccc23)cc1 (stereo not given)	0%	0%	-4%	.	.	.	.	.	-1
N/C(=N\N=C\c1ccc(O)cc1)c1nonc1N	-4%	7%	-2%	2	-6	-5	1.1%	7	-1
Cc1ccc(NC(=O)Nc2ccc3c(c2)N(C)C(=O)CS3)nc1	-7%	-18%	0%	6	9	-3	1.5%	0	0
C=CCOC(=O)C1=C(C)NC(SCC(=O)OCC)=C(C#N)C1c1ccc(O)c(OC)c1 (stereo not given)	4%	1%	?	-1	-1	0	3.8%	4	2
C=CCc1ccc(O)c(-c2cc(CC=C)ccc2O)c1	-21%	-14%	-6%&0%&-1%	0	-21	2	-0.2%	-3	3
CCn1c(C)c(C(C)=O)c(N2CCN(c3ccccn3)CC2)nc1=S	0%	-3%	-3%	5	-13	-8	4.1%	0	-2
O=C(CSc1nnnn1-c1ccccc1)Nc1ncc2c(n1)CC(c1ccccc1)CC2=O (stereo not given)	?	-7%	-4%	-1	3	17	5.0%	3	-7
O=C(c1c[nH]c(C(=O)C(Cl)(Cl)Cl)c1)c1ccc(F)cc1Cl	-3%	-8%	-4%	.	11	-9	-0.6%	2	-4
COC(=O)c1ccc(Cn2nc(-c3ccccc3)ccc2=O)cc1	?	-8%	0%	-6	-5	0	2.4%	7	-3

In a second layout: four of the compounds above.
| molecule | Vif-APOBEC3F blk | Vif-APOBEC3G blk | GRP78 ERSR act | D2 potentiator | D1 antagonist | D1 PAM | RXFP1 ag | D1 ag | LDHA block |
| --- | --- | --- | --- | --- | --- | --- | --- | --- | --- |
| C=CCc1ccc(O)c(-c2cc(CC=C)ccc2O)c1 | -21% | -14% | -6%&0%&-1% | 0 | -21 | 2 | -0.2% | -3 | 3 |
| Cc1ccc(NC(=O)Nc2ccc3c(c2)N(C)C(=O)CS3)nc1 | -7% | -18% | 0% | 6 | 9 | -3 | 1.5% | 0 | 0 |
| Cc1ccc(NC(=O)c2oc3ccccc3c2NC(=O)C2CC2)cc1 | 1% | 0% | -3% | -13 | -16 | -4 | 2.3% | 4 | -1 |
| O=C(CNC(=O)c1ccco1)NCC(=O)OCc1ccc(C(=O)Oc2ccc(Cl)cc2)cc1 | -10% | 1% | -1% | 1 | 3 | -5 | -0.3% | 16 | 0 |

Additional results.
SMILES	Vif-APOBEC3F blk	Vif-APOBEC3G blk	GRP78 ERSR act	D2 potentiator	D1 antagonist	D1 PAM	RXFP1 ag	D1 ag	LDHA block
Cc1nn(Cc2c(Cl)cccc2Cl)c(C)c1NC(=O)/C=C/c1cnn(C)c1C	7%	-15%	-2%	1	-21	0	2.7%	1	0
Cc1nc(C(=O)NCCO)cc2c1[nH]c1ccccc12	-7%	4%	-1%	-8	8	5	4.7%	4	-8
CC(C)c1ccc(NC(=O)C2CCCN2S(=O)(=O)c2ccccc2F)cc1 (stereo not given)	-1%	1%	1%	22	-34*	-10	-1.4%	5	-1
COc1ccc(/C=N/NC(=O)c2cccc(NC(=O)c3ccc(F)cc3)c2)c(C(=O)O)c1OC	4%	-9%	0%	-4	3	2	-1.8%	0	-4
COc1ccccc1C(=O)OCC(=O)NC12CC3CC(CC(C3)C1)C2	-9%	-1%	1%	.	6	-5	-1.3%	0	2
COc1cc(C(=O)Oc2ccc(Br)cc2C(=S)N2CCOCC2)cc(OC)c1OC	-1%	-2%	-2%	6	12	.	2.8%	5	-2
CCOc1ncccc1C(=O)Nc1cc(S(=O)(=O)N(CC)CC)ccc1N1CCOCC1	-2%	2%	-3%	.	.	.	.	.	1
CCC1Oc2ccc(C)cc2N(CC(=O)NCc2cccc(OC)c2)C1=O (stereo not given)	-4%	-2%	-1%	.	.	.	1.1%	.	-1
Cc1ccccc1-c1ccc(C(=O)NCc2ccccc2)o1	5%	-6%	-1%	-16	-42*	-8	-0.5%	-1	-3
O=C(NCc1ccccc1)N1CCOc2ccccc21	-4%	-5%	2%	-2	-8	-6	-0.4%	2	-9
COc1ccc2[nH]c(=O)c(-c3noc(-c4ccccc4)n3)cc2c1	.	-1%	3%	14	0	-1	-0.8%	2	-1
Cc1cc(C(=O)Nc2cccc3cccnc23)ccc1[N+](=O)[O-]	0%	-6%	-4%	8	11	5	-0.3%	-1	-2
CCCc1nn(C)c2c1C(c1ccncc1)C(C#N)=C(N)O2 (stereo not given)	-8%	-1%	-4%	-6	-3	-4	-2.0%	1	-1
CCN1CCCCC(=N/O)/C(=N/O)CCCC1	-4%	2%	-4%	18	8	-5	-2.7%	1	-6
CC(C)C(OC(=O)c1cc2sccc2n1C)C(=O)NCC1CCCO1 (stereo not given)	3%	0%	-1%	-4	-7	-1	1.8%	1	-9
Cc1nnc2sc(SCc3ccc(Br)cc3)nn2c1=O	4%	0%	-9%	-5	-5	0	7.2%	0	-7
O=C1CC(c2ccco2)Cc2nc(N3CCc4ccccc4C3)ncc21 (stereo not given)	5%	2%	1%	-7	-11	-6	3.0%	2	4

Screening results (PubChem BioAssay)

Not all compounds are listed; count on the stated rates, not on these rows.
